RAD54 branch = inhibitors of human RAD54 branch migration, primary screen, biochemical, fluorescence, single point. DNA repair and recombination protein RAD54-like (Homo sapiens), Q92698. inhibition, % at 10.4 µM. AID 602329, 2012. RAD54 Holliday junction branch migration, FAM/BHQ fluorescence. 360,000 tested, 0.14% active;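 active = mean normalized replicate activity at least 40 and at least half of replicates scoring 40 or more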;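 note: 0% = median of neutral control wells and 100% = median of positive control wells; inhibitors cause a drop in the FAM fluorescence signal; in these data hits start at about 50%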
esBAF inh = Bmi1 luciferase reporter increase in mESCs, primary screen, esBAF inhibitor project, mouse ES cells, Bmi1 luciferase knock-in, single point. reporter increase, % at 12.5 µM. 350,000 tested, 2% active. 24 h; 100% = twice the neutral-well signal; in the data active = activation above about 40%;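 note: 0% = median of the plate's neutral control wells and 100% = double that signal; a rise in the Bmi1 reporter signal indicates esBAF inhibition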
Xi reactivation = activators of inactive X chromosome reactivation, primary screen, imaging, XiGFP fibroblasts, GFP high-content imaging, set 2; XiGFP mouse fibroblasts, % GFP-positive cells imaging, 3 d; cells co-treated with 5-aza-dC sensitizer; scaled so ellipticine positive control = 100%; activation, % at 7.58 µM; 360,000 tested, 0.055% active;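 active = mean normalized replicate activation at least 10% and every replicate at or above 10%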;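 note: 0% = median of on-plate neutral control wells and 100% = ellipticine 6 µM median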
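System: 68-5-11 XiGFP fibroblast line; Timing: 3 days compound exposure; Compound dosing: one concentration, pinned; Benchmarks: positive control ellipticine, 6 µM final; Buffer or medium: DMEM containing 5-aza-dC.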
S100A4 inh HTS = inhibitors of S100A4-myosin IIA peptide binding, primary screen, biochemical, fluorescence polarization, TAMRA-MyoIIA peptide; AID 652163, 2013; inhibition, % at 10.7 µM; Protein S100-A4 (Homo sapiens), P26447; 360,000 tested, 0.14% active;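 active = mean inhibition of at least 70% across replicates, with every replicate also reaching that level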
Target sequence (P26447 whole entry, looked up): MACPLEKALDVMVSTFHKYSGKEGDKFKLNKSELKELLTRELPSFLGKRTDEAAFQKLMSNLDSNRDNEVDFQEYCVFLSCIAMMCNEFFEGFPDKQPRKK
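Material: S100A4 monomer (human). Medium: Calcium-containing HEPES buffer, pH 7.2. Probe or stimulus: labelled myosin peptide probe, 5 nM. Compound dosing: one concentration per compound. Timing: polarization read 5 min after assay mix addition, stable 5–60 min. Benchmarks: DMSO as neutral control, TFP as positive control.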
EWS-Fli inh = EWS/Fli-driven NR0B1 reporter inhibitors, primary screen, A673 cells, NR0B1 luciferase, luminescence, MLPCN library. inhibition, % at 12.6 µM. 350,000 tested, 0.67% active. viability-normalised;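 active = mean inhibition of at least 50% after viability correction, with every replicate also passing that limit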;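 note: firefly luciferase signal divided by Alamar Blue viability fluorescence both relative to DMSO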
FN deposit inh = inhibitors of fibronectin matrix deposition, primary screen, AH1F cells, Alexa488-fibronectin fluorescence, plate reader; AH1F fibroblasts, overnight; inhibition, % at 12.6 µM; 350,000 tested, 0.086% active; AID 743247, 2014;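 active = mean inhibition across replicates of 30% or more, regardless of how many single replicates reach that level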;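 note: positive control wells lacked labelled fibronectin entirely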
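Material: AH1F fibroblasts assembling fluorescent fibronectin matrix; amount: 10000 AH1F cells/well; medium: DMEM, 2% serum; reagent: Alexa488-fibronectin, 24 nM final in well; dosing: single compound dose, delivered by pin transfer; incubation: 1 h adhesion, overnight exposure; detection: fluorescence after three HBSS washes, excitation 485 nm, emission 525 nm; measure: fibronectin deposition inhibition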
E-sel inducer = E-selectin induction in HUVECs, primary screen, imaging, HUVEC, immunofluorescence imaging, single point; P16581; normalized: neutral wells 0, TNF-alpha wells 100; activation, % at 7.58 µM; 260,000 tested, 0.37% active; AID 686992, 2013;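 active = mean E-selectin-positive cell signal at least 10% of the positive control, reached in at least 60% of replicates, without over 20% cell loss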;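 note: in these data hits start at about 27%; measured in HUVEC primary endothelial cells; signal is the percent of cells scored E-selectin positive by PE staining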
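System: HUVEC / Compound: single concentration / Signal: immunofluorescence imaging / Read-out: percent E-selectin-positive cells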
RAD52 inh = RAD52 DNA annealing inhibitors, primary screen, biochemical, FRET, single point, set 2. DNA repair protein RAD52 homolog (Homo sapiens), P43351. AID 651710, 2012. 360,000 tested, 0.46% active. inhibition, % at 18.7 µM. recombinant RAD52 DNA annealing, FRET fluorescence;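 active = every replicate showing at least 50% inhibition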
Target sequence (P43351 whole entry, looked up): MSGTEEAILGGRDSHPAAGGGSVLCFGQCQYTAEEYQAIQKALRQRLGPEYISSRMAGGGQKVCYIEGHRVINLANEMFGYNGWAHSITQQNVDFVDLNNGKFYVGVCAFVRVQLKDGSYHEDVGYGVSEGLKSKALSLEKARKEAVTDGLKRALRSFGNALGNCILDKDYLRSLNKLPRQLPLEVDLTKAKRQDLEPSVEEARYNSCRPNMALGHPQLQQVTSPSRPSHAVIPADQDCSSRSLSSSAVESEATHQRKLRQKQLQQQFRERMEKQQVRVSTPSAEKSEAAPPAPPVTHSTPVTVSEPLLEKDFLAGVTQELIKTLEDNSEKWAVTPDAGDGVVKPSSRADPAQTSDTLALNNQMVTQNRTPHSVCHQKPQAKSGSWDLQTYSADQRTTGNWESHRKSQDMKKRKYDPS
The depositor's hits bear a star; / = no result given; & = joins results of further samples.

SMILES | RAD54 branch | esBAF inh | Xi reactivation | S100A4 inh HTS | EWS-Fli inh | FN deposit inh | E-sel inducer | RAD52 inh
C[C@H](CO)N1C[C@H](C)[C@H](CN(C)C(=O)c2ccncc2)OCCCC[C@H](C)Oc2ccc(NS(C)(=O)=O)cc2C1=O | 4 | 3 | 0.0 | -1 | -8 | / | 0.4 | -5
Cc1ccc(-c2oc3ccccc3c(=O)c2O)cc1 | -6 | 48* | 0.0 | -8 | -12 | 1 | 1.1 | -3
CCOc1ccc(Cl)cc1-c1cc(C(=O)NCc2cccs2)[nH]n1 | 4 | -4 | 0.0 | -1 | 8 | -8 | 0.2 | -3
CSc1nc2sc3c(c2c(=O)[nH]1)CC(C)(C)OC3 | -8 | 15 | 0.0 | 2 | 0 | 4 | / | -1
O=C1C=CN(Cc2ccccc2)CC1 | 9 | 10 | 0.1 | 3 | -12 | 0 | 0.1 | 0
COc1ccc(OC)c(CN2C(=O)c3ccccc3C2c2nnnn2C(C)C)c1 (stereo not given) | / | / | 0.0 | 0 | -10 | -10 | 2.7 | -11
O=C(NCc1cccs1)C1CC(c2ccc(F)cc2)=NO1 (stereo not given) | -16 | 3 | 0.0 | 0 | -13 | -3 | -0.1 | -13
Cc1ccc(CCNC(=O)CCS(=O)(=O)c2ccc3nc(C)sc3c2)cc1 | 4 | 0 | 0.1 | 5 | -12 | -6 | / | -21
Cc1cccc(-c2nc(CS(=O)CC(=O)N3CCCCC3)c(C)o2)c1 (stereo not given) | 2 | 2 | 0.0 | 1 | -2 | 4 | 3.1 | -4
C[C@H](CO)N1C[C@H](C)[C@H](CN(C)Cc2ccc(C(=O)O)cc2)Oc2ccc(NS(=O)(=O)c3cn(C)cn3)cc2C1=O | 5 | -2 | 0.4 | 14 | 2 | / | / | -7
COc1ccc(CCNC(=O)c2ccc(NS(=O)(=O)c3ccc4[nH]c(=O)[nH]c4c3)cc2)cc1 | / | / | 1.4 | -4 | 1 | / | / | -2
O=C(NNC(=O)c1ccc2[nH]c(=O)c(=O)[nH]c2c1)c1cccc(Br)c1 | / | / | 0.1 | 27 | -9 | -2 | / | -22
C/C(=N\NS(=O)(=O)c1ccc(Cl)cc1)c1ccc(O)cc1 | / | -5 | / | -16 | 8 | / | / | -14
CC1CCN(C(=O)COC(=O)c2cc(Cl)cc(Cl)c2N)CC1 | -2 | 4 | / | 3 | -2 | / | / | 8
CNC[C@H]1Oc2ccc(NC(=O)Nc3ccc(OC)cc3)cc2CC(=O)N([C@@H](C)CO)C[C@H]1C | -3 | -2 | 0.0 | 8 | 2 | / | / | -2
CC(C)Sc1ccc(C(=O)Nc2ccc(F)cc2F)cn1 | / | / | 0.0 | 5 | -98 | -1 | / | -6
CCc1nc(SCC(=O)Nc2ccccc2OC)c2c(C)c(C)sc2n1 | -6 | -5 | 0.5 | -11 | -9 | 7 | 0.0 | -12
O=C1c2ccccc2S(=O)(=O)c2cc(C(=O)N3CCN(c4ncccn4)CC3)ccc21 | 0 | 1 | -0.1 | -1 | -6 | -3 | 0.0 | 4
COC(=O)c1cc(S(=O)(=O)C(C)C)c(S(C)=O)s1 (stereo not given) | -15 | / | 0.0 | -2 | 7 | -10 | -8.7 | -5
COc1ccc(OC)c(N(C(=O)c2snc(C(N)=O)c2N)C(C(=O)NCc2ccccc2)c2ccc(O)cc2)c1 (stereo not given) | 2 | 0 | 0.1 | 0 | 26 | 2 | / | -16
C[C@@H]1CN([C@@H](C)CO)S(=O)(=O)c2ccc(Br)cc2O[C@H]1CN(C)Cc1ccc(-c2ccccc2)cc1 | / | 6 | -0.2&-0.7 | -5&-11 | 16&2 | 5&7 | 0.4&0.1 | -5&15
COc1ccc(-c2ccc([C@@H]3[C@@H](CO)N4C(=O)CN(C(=O)c5cccnc5)C[C@@H]34)cc2)cc1 | / | / | 0.0 | -9 | 0 | / | 0.3 | -10
O=C(c1ccc(F)cc1)N1CCCC(c2ccccc2)C1 (stereo not given) | / | / | 0.2 | -9 | 2 | 12 | / | -7
Cc1sc(NC(=O)COc2cccc(-n3cnnn3)c2)c(C#N)c1C | 4 | -2 | / | -4 | / | -2 | / | -33
Cc1ccc(S(=O)(=O)N(Cc2ccccc2)c2ccccc2C(=O)N2CCCCC2)cc1 | -1 | -5 | 0.2 | -2 | 18 | 0 | / | -13

Record cards, as listed above. Values in the order: RAD54 branch	esBAF inh	Xi reactivation	S100A4 inh HTS	EWS-Fli inh	FN deposit inh	E-sel inducer	RAD52 inh
Listed for C[C@H](CO)N1C[C@H](C)[C@H](CN(C)C(=O)c2ccncc2)OCCCC[C@H](C)Oc2ccc(NS(C)(=O)=O)cc2C1=O = 4	3	0.0	-1	-8	/	0.4	-5
Listed for Cc1ccc(S(=O)(=O)N(Cc2ccccc2)c2ccccc2C(=O)N2CCCCC2)cc1 = -1	-5	0.2	-2	18	0	/	-13
Listed for CSc1nc2sc3c(c2c(=O)[nH]1)CC(C)(C)OC3 = -8	15	0.0	2	0	4	/	-1

(listing goes on)
SMILES | RAD54 branch | esBAF inh | Xi reactivation | S100A4 inh HTS | EWS-Fli inh | FN deposit inh | E-sel inducer | RAD52 inh
CCOc1ccc(N2C=Nc3ccc(OCC)cc3C2)cc1 | 10 | 21 | 0.2 | 0 | -20 | 13 | / | -16
CCN(CC(=O)NCc1cccs1)C(=O)c1ccc(S(=O)(=O)Nc2ccccc2C)cc1 | -4 | -8 | 0.0 | -5 | 8 | -11 | 0.1 | -25
Cc1nc(/C(N)=N/OC(=O)c2cccc(Cl)c2)c(C(F)(F)F)o1 | 3 | -2 | 0.0 | 6 | 10 | 6 | / | -19
C[C@@H]1CN([C@@H](C)CO)C(=O)Cc2cc(NS(=O)(=O)c3cccs3)ccc2O[C@H]1CN(C)C | 4 | -1 | -0.1 | 7 | 9 | / | -11 | -1
O=C1OC(Nc2ccc3c(c2)OCO3)c2ccccc21 (stereo not given) | 8 | 16 | / | -8 | / | 5 | / | /
OC1COC(OCC2OC(OCc3ccccc3)C(O)C(O)C2O)C(O)C1O (stereo not given) | 2 | -4 | / | -1 | 2 | / | / | -2
CC(C)[C@H](C)NC(=O)N(C)C[C@@H]1OCc2ccccc2-c2ccccc2C(=O)N([C@@H](C)CO)C[C@H]1C | -9 | -1 | -0.5 | 4 | -2 | 2 | -0.4 | -7
C/C=C/C(=O)Nc1ccccc1Br | 2 | 0 | / | -1 | -2 | / | / | 6
Cc1ccc(S(=O)(=O)N2CCN(S(=O)(=O)N3CCCCC3)CC2)c(C)c1 | / | -13 | / | -1 | 5 | / | / | 0
COc1ccccc1C(=O)NCCn1cc(SCC(=O)NCC2CCCO2)c2ccccc21 (stereo not given) | -1 | -1 | 0.0 | -2 | -4 | -9 | 0.1 | -16
O=C(O)c1ccc(Cn2cc(C(F)(F)F)ccc2=O)cc1 | 1 | -4 | 0.0 | 6 | -1 | -4 | / | -19
COc1ccc(CCNC(=O)Cn2nc(C(=O)O)c3ccccc3c2=O)cc1OC | / | / | 0.0 | -1 | 10 | -1 | 2.3 | -4
Cn1c(N)c(C(=O)CSc2nnc(NC3CCCCC3)s2)c(=O)n(C)c1=O | 13 | 1 | 0.1 | 4 | 9 | 3 | / | 0
O=c1ccc(=O)n(CCc2ccccn2)[nH]1 | / | / | 0.0 | 12 | 3 | 3 | -0.3 | -2
CN1C(=O)c2cc(NC(=O)C3CC3)ccc2OC[C@@H]2O[C@@H](CC(=O)NC3CCC3)CC[C@H]21 | -14 | 4 | 0.1 | 1 | -6 | -26 | 0.1 | 0
COC(=O)[C@H]1[C@H](CO)[C@H]2Cn3c(ccc(C4=CCCCC4)c3=O)[C@H]2N1C(=O)C1CCCC1 | -2 | -3 | 0.0 | -8 | -23 | 2 | -0.1 | -12
COCC(=O)N(C)C[C@@H]1Oc2cc(C#CC(C)C)ccc2S(=O)(=O)N([C@H](C)CO)C[C@H]1C | -5 | -7 | 0.2 | 9 | -6 | / | 0.0 | -7
Cn1c(SSc2ccc(-c3cccnc3)n2C)ccc1-c1cccnc1 | -9 | 3 | 0.1 | 0 | 15 | 0 | -0.1 | 2
COc1ccc(CN(C)C[C@H]2OCCCC[C@H](C)Oc3ccc(NC(=O)NC4CCCCC4)cc3C(=O)N([C@H](C)CO)C[C@@H]2C)cc1 | 4 | -2 | 0.1 | -10 | 5 | 2 | -0.1 | 8
COc1ccc(C#Cc2ccc3c(c2)[C@H]2[C@H](CCN2C(=O)C2CCCCC2)[C@H](CO)N3)cc1 | -3 | 2 | 0.3 | -5 | -6 | -6 | 0.2 | -22
Oc1c(Br)cc(Br)c(/C=N/n2c(-c3ccccc3)n[nH]c2=S)c1Br | -3 | -3 | 0.0 | -3 | 5 | -2 | 0.4 | 8
Cc1ccc2c(Cl)c(C(=O)Nc3nn[nH]n3)sc2c1 | / | / | 0.0 | 5 | 17 | 3 | / | -12
Cc1ccc([C@@H]2C[C@H]3CN(Cc4cccc(Cl)c4)C(=O)[C@]34CCCN24)o1 | -17 | -6 | 0.6 | -9 | 3 | 3 | / | -10
Cc1ccc(N2CC(C(=O)N3CCOCC3)CC2=O)cc1C (stereo not given) | / | -3 | 0.3 | -13 | 5 | -2 | -0.1 | -26
COc1ccc(S(=O)(=O)N2C[C@@H](O)COC[C@@H]3O[C@H](CC(=O)NCCCN(C)C)CC[C@H]32)cc1 | -6 | 0 | 0.0 | 1 | 8 | -3 | 0.2 | 12

Additional entries follow:
SMILES | RAD54 branch | esBAF inh | Xi reactivation | S100A4 inh HTS | EWS-Fli inh | FN deposit inh | E-sel inducer | RAD52 inh
COc1cc(/C=C(\C#N)C(=O)N2CCc3ccccc32)ccc1O | -4 | -1 | -0.1 | -7 | 10 | -2 | 2.6 | -62
O=C(Nc1ccccc1C(=O)NC1CCCCC1)c1ccccc1 | -11 | -8 | -0.1 | 3 | / | -2 | 0.0 | -15
Cc1cccc(NC(=O)c2cnc3scc(C)n3c2=O)c1 | -3 | 36 | -0.1 | 1 | -77 | -12 | 0.2 | 1
COc1ccccc1NC(=O)N[C@H]1CC[C@H](CCNC(=O)Cc2ccccn2)O[C@H]1CO | -2 | -3 | -0.3 | -1 | -4 | -20 | 0.0 | -10
C[C@H](NC(=O)C[C@@H]1C[C@H]2c3cc(NC(=O)NC4CCCCC4)ccc3O[C@H]2[C@@H](CO)O1)c1ccccc1 | 2 | -6 | 0.2 | -13 | -3 | / | 0.9 | 5
COc1ccccc1C1CCCN1Cc1nc(-c2ccc(C)s2)oc1C (stereo not given) | -6 | 0 | 0.1 | -11 | -16 | / | / | -59
O=C(Cn1cnc2ccccc2c1=O)N1CCN(c2ccc(F)cc2)CC1 | -3 | 9 | 0.0 | -1 | -1 | 0 | / | -7
Cc1cc(NC(=O)C(C)Sc2nc(-c3cccs3)nc3ccccc23)no1 (stereo not given) | -1 | 10 | 0.1 | -3 | -2 | / | -0.5 | -9

Hits appear at their usual frequency; about 3% have a hit in one of these screens.
